GLP-1R inv ag = qHTS of GLP-1 Receptor Inverse Agonists (Inhibition Mode) | AID 624417, 2012 | Potency, µM (top dose mostly 38.3 µM), without a hit: top-dose activity change, negative = inhibition, actives largely listed as inhibitors | hit rate 1.6% among 410,000 | HEK293 GLP-1R CRE-luciferase, luminescence, 24 h; GLP-1R form is constitutively active; note: potency is the fitted concentration of half-maximal effect; % is set by controls: 0 for no effect and ±100 for the full control effect; nearly all actives have a fitted effect of over 55% in size
Target sequence (P43220 whole entry, looked up): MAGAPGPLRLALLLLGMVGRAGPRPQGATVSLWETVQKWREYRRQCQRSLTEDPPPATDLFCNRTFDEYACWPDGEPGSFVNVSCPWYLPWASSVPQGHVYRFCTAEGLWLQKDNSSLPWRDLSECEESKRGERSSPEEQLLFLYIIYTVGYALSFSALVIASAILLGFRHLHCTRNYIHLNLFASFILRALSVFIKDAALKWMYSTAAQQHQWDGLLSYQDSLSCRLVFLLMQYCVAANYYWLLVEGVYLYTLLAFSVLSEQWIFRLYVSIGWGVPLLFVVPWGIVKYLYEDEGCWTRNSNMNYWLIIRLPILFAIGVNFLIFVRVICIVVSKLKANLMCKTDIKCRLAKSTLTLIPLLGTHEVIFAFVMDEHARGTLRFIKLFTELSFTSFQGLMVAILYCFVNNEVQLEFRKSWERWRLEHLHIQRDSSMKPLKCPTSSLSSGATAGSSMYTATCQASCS
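Seeding at 200 cells/uL, 12 h culture, 24 hr compound treatment, then luciferase reagent and a luminescence read; cells are HEK293 stably expressing a constitutively active GLP-1R plus cAMP-responsive luciferase.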
PTHR1 ag = qHTS for PTHR1 Agonists: Primary Screen | Parathyroid hormone/parathyroid hormone-related peptide receptor (Homo sapiens), Q03431 | HEK293 GP2 PTHR1 cells, GloSensor cAMP luminescence, 1 h | Potency, µM (series often up to 115 µM), for inactives: top-dose activation, most hits filed as activators | hit rate 0.075% among 410,000 | AID 743266, 2014; note: potency is the fitted concentration of half-maximal effect; nearly all actives have a fitted effect of over 55% in size; some results filed as inactive show a strong effect at the top dose; inactives centre near -15; many of its hits are not listed in these tables
Target sequence (Q03431 whole entry, looked up): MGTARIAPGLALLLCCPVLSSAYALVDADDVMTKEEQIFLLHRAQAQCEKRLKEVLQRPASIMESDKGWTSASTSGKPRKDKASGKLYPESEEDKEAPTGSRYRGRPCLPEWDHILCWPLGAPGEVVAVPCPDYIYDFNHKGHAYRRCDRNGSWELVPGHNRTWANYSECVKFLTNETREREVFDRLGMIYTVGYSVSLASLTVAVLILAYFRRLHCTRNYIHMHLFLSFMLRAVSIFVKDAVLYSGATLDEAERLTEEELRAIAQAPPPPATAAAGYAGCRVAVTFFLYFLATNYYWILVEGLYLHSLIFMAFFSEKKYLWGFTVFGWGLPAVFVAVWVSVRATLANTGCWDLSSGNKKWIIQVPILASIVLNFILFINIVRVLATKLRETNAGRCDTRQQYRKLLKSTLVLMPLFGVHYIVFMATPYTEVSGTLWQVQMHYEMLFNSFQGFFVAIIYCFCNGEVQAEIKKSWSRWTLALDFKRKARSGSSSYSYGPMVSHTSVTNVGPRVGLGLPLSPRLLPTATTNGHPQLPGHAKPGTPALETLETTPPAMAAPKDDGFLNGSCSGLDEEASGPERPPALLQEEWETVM
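HEK-293-derived GP2 cells expressing PTHR1 and a GloSensor cAMP reporter, 3,000/well, plated overnight, given luciferin plus IBMX (each 0.5 mM as added) for 1 h at 37 °C, then compound for 1 h at 37 °C. Luminescence was read after 15 min at room temperature.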
HEK293 tox = qHTS of GLP-1 Receptor Inverse Agonists: Cytotox Screen; hit rate 0.13% among 410,000; Potency, µM (highest dose often 38.3 µM), without a hit: at the highest dose activity change, negative = inhibition, most hits filed as inhibitors; HEK293 cAMP-luciferase reporter cells, luminescence, 24 h;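 note: loss of luciferase light is scored as toxicity; potency is the fitted concentration of half-maximal effect; % is set by controls: 0 for no effect and ±100 for the full control effect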
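A 23 nL compound transfer followed 12 hours of cell culture at 37 deg C; exposure then lasted 24 hr. Luciferase assay detection reagent was dispensed and plates read for luminescence after a 12 min room-temperature wait.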
aSyn yeast inh = qHTS of alpha-syn Inhibitors | Yeast expressing alpha-synuclein, growth rescue, BacTiter-Glo, 24 h | Potency, µM (series often up to 46.1 µM), for the others: at the highest dose growth rescue (activation), actives largely listed as activators | hit rate 0.14% among 370,000; note: potency is the fitted concentration of half-maximal effect; % of control where 0% means no effect; nearly all actives have a fitted effect of over 65% in size
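Galactose-induced alpha-syn yeast (OD600=0.02, raffinose-pregrown) + pinned cpd, 24 hr, 30 deg C; growth by BacTiter-Glo luminescence. Growth restoration scores as activation.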
TDP43 rescue = qHTS of TDP-43 Inhibitors; TDP-43 expressing yeast growth rescue, BacTiter-Glo, 24 h; Potency, µM (top dose mostly 46.1 µM), without a hit: at the highest dose growth rescue (activation), usual class: activators; hit rate 1.8% among 410,000; note: potency is the fitted concentration of half-maximal effect; % of control where 0% means no effect; nearly all actives have a fitted effect of over 50% in size
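In this qHTS, compounds that restore growth of yeast expressing TDP-43 appear as activators. Cells (OD600=0.02, galactose medium, raffinose-pregrown) are incubated with compound 24 hr at 30 deg C and growth is quantified by BacTiter-Glo.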
Abeta rescue = qHTS for compounds that reverse cellular toxicity of Amyloid beta (A-beta) peptide in yeast: Primary Screen. yeast expressing A-beta42, growth rescue, OD600, 48 h; response scale: 0% DMSO, 100% iron-clioquinol control. Potency, µM (highest dose often 46.1 µM), without a hit: at the highest dose growth rescue, hits mostly activators. hit rate 0.063% among 410,000. AID 1347071, 2019; note: potency is the fitted concentration of half-maximal effect; nearly all actives have a fitted effect of over 55% in size
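Yeast A-beta toxicity model in growth medium with pinned compounds, 48 h at 30 C; growth read as absorbance at 600 nm. Normalized to FeCl3/clioquinol equimolar mix (positive) and DMSO (negative).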
Akt phos inh = HTS Assay for Inhibitors of Akt Phophorylation: Primary Screen; Neuro2A IGF-stimulated pAkt S473 HTRF, 20 min; active compounds read low; activity change, % for hits at 50 µM; hit rate 0.32% among 360,000; AID 651550, 2012; in the data active = activity change below about -80%; inconclusive = mostly about -51% to -80%; note: % is set by controls: 0 for no effect and ±100 for the full control effect
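Neuro2A cells in DMEM with 0.5% FBS, overnight at 37 deg C, given compound at single 50 µM final, then IGF (6 nM final) for 20 min at 37 deg C. Lysed; phospho-Akt Ser473 by HTRF after 24 h, 665/615 ratio.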
Mm-Cpn inhibitor = Inhibitors of TCP-1 ring complex (TRiC) of Methanococcus maripaludis (MmCpn): qHTS; purified Mm-Cpn ATPase, ADP Transcreener TR-FRET; AID 504842, 2011; Chaperonin Mm-Cpn (Methanococcus maripaludis); hit rate 0.031% among 330,000; Potency, µM (doses to about 76.9 µM), inactives show at the highest dose activity, negative = inhibition, hits mostly inhibitors; note: potency is the fitted concentration of half-maximal effect; % is set by controls: 0 for no effect and ±100 for the full control effect; nearly all actives have a fitted effect of over 80% in size
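TR-FRET (320 nm excitation; 590 and 665 nm emission) reports ADP made from 10 uM ATP by 25 nM enzyme; compounds were preincubated 10 min, reaction run 30 min, both at 37°C.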
FUS suppressor = qHTS for Suppressors of FUS Proteinopathy: Primary screen using FUS-linked yeast assay; hit rate 0.24% among 390,000; Potency, µM (titrated, usually from 76.6 µM), inactives show top-dose growth rescue (activation), most hits filed as activators; S. cerevisiae FUS-expressing, growth rescue, OD600, 24 h;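 note: potency is the fitted concentration of half-maximal effect; plate controls were DMSO vehicle for no effect and reference control for full effect; nearly all actives have a fitted effect of over 55% in size; some results filed as inactive show a strong effect at the top dose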
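Toxicity suppression screen in FUS-yeast. Cells induced with 2% galactose, starting OD 0.005, treated 24hr at 30C with compounds at multiple final concentrations; growth by OD600.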
An asterisk follows results filed as active; i = inactive; ? = inconclusive; nt = no result given; & = joins results of further samples; ! = not confirmed by another sample; [ ] = dose if it differs, or a comment. Unless noted, calls come from the whole dose curve; as a rule, active = well fitted curve in the direction sought with a large enough effect; inconclusive = small, poorly fitted or top-dose-only effect, or another doubt; inactive = no such curve, though single readings can be large; an effect the other way counts as inactive or inconclusive.

Fields: PTHR1 ag	FUS suppressor	Akt phos inh	Mm-Cpn inhibitor	aSyn yeast inh	TDP43 rescue	GLP-1R inv ag	Abeta rescue	HEK293 tox
O=C(Nc1ccccc1C(=O)NCc1cccnc1)c1ccccc1Cl
→ -37%[inhibitor]	9%	i	1%	2%	-8%	12%	4%	-18%
CC(=O)Nc1cc(-c2cccc(CO)c2)cn2c(-c3ccc(C(C)=O)cc3)cnc12
→ i	12%	i	nt	4%	0%	-26%	4%	-13%
O=C(NCCc1ccccc1)C1CCN(C(=O)c2ccc(F)cc2)CC1
→ -10%	-13%	i	0%	2%	11%	26%	0%	1%
O=C(Cc1ccccc1)N(Cc1cccnc1)c1nc2c(F)cccc2s1
→ -74%[inhibitor]	8%	nt	nt	nt	?	?	6%	-1%
CC(C)(C)SCCNC(=O)CN(c1ccccc1)S(=O)(=O)c1ccccc1
→ -2%	12%	i	3%	9%	-9%	-16%	17%	-10%
COc1cccc(NC(=O)Cn2cc(C(=O)c3ccc(C)cc3)c(=O)c3cc(OC)ccc32)c1
→ -1%	32%	nt	?	nt	8%	1%	5%	8%
COc1ccc(CCNC(=O)CCSc2nc(-c3ccco3)cc(C(F)(F)F)n2)cc1OC
→ -12%	25%	i	-3%	4%	17%	?	14%	-7%
NC(=O)c1ccc(-n2nnnc2Oc2ccc(Br)cc2)cc1
→ i	10%	i	-2%	-3%	16%	62%[activator]	2%	14%
CCn1c(SCC(=O)NC(=O)NCc2ccco2)nc2sc(C)c(C)c2c1=O
→ i	24%	i	-4%	0%	13%	18%	14%	-23%
Cc1cccc(CCNS(=O)(=O)c2cnc[nH]2)c1
→ -16%	13%	i	1%	6%	14%	-1%	14%	-14%
Cc1ccc(NC(=O)Cc2cn3ccsc3n2)nc1
→ -16%[57.5 µM]	11%	i	0%	-7%	-7%	-2%	-6%	-7%
Cc1ccc2cccc(Oc3cnccn3)c2n1
→ i	19%	i	0%	-8%	21%	0%	17%	11%
CS(=O)(=O)c1ccc(-c2cccc(NC(=O)c3ccc4c(c3)OCO4)c2)nn1
→ -18%	-46%	i	nt	-5%	-1%	3%	-10%	0%
Cc1ccc(CNC(=O)c2ccc(Cn3c(SCc4ccccc4F)nc4cccnc43)cc2)cc1
→ -8%	?	nt	nt	nt	1%	5%	18%	-3%
Cc1ccc2c(c1)c1c(c(=O)n(-c3ccccc3)c(=O)n1CC(=O)N1CCCC1)n2C
→ i	-26%	nt	nt	nt	7%	13%	-2%	2%
COc1ccc(CN(C)Cc2nc3cc(OC)c(OC)cc3c(=O)[nH]2)c(OC)c1
→ 19%	15%	i	-9%	5%	nt	-1%	-4%	-2%
CCc1ccc(NC(=O)Nn2cnnc2)cc1
→ i	-27%	i	-1%	1%	3%	3%	2%	-10%
CC1CCC(NC(=O)CN(C)S(=O)(=O)c2ccc3c(c2)CCC(=O)N3)CC1 (configuration not stated)
→ -31%[inhibitor]	5%	i	0%	-2%	-8%	9%	15%	2%
CCc1ccccc1NS(=O)(=O)c1c(C(=O)N2CCCCCC2)c(C)n(C)c1C
→ i	27%	i	-3%	-7%	-15%	?	3%	-1%
Cc1ccccc1-c1nc(CS(=O)(=O)CC(=O)NCc2ccco2)c(C)o1
→ -8%	-3%	i	-1%	11%	2%	-7%	6%	-7%
O=C(Cn1c(=O)nc(-c2ccccc2)c2ccccc21)N1CCN(c2ccc(F)cc2)CC1
→ i	-14%	nt	nt	nt	0%	-7%	-2%	1%
C=CCNC(=O)c1ccccc1NC(=O)COc1ccc(OC)cc1
→ -56%	nt	i	-2%	2%	30%	0%	24%	11%
O=C(COC(=O)CNC(=O)c1ccc(Cl)c([N+](=O)[O-])c1)NC(=O)CN1CCCC1=O
→ i	1%	i	-1%	1%	16%	11%	-4%	10%
C[C@@H](O)C1NC(=O)[C@H](CCCCN)NC(=O)c2cc([N+](=O)[O-])cc(F)c2NCCCC[C@@H](C(N)=O)NC1=O (some centres not stated)
→ -1%	-4%	i	0%	1%	-8%	14%	2%	?
Cc1cccc(C)c1C(O)c1ncc(-c2cccc3ccccc23)[nH]1 (configuration not stated)
→ -4%	-12%	i	nt	-1%	9%	?	-15%	-1%
Cc1c(NC(=O)c2ccc(S(=O)(=O)N(C)C)cc2)cccc1-n1cnnn1
→ -18%	-10%	i	0%	1%	-3%	13%	-13%	5%
COc1ccc(-c2nn(-c3ccc(F)cc3F)c3c2cnc2ccc(F)cc23)cc1
→ i	-26%	nt	nt	nt	14%	13%	0%	-1%
CCOC(=O)N1CCN(C(=O)c2cn(C)c3ccc(S(=O)(=O)N(CC)CC)cc3c2=O)CC1
→ i	-11%	i	1%	4%	?	-1%	-3%	-16%
O=C(NCC1CC1)c1cccc2c(-c3ccc(F)c(F)c3)coc12
→ i	29%	i	nt	-10%	?	?	-11%	2%
Cn1c(N)c(C(=O)COC(=O)/C=C/c2cccc(Br)c2)c(=O)n(C)c1=O
→ -14%	-1%	i	0%	-6%	11%	3%	-3%	2%
O=C(O)CCC/C=C\C[C@@H]1[C@@H](/C=C/[C@@H](O)COc2cccc(Cl)c2)[C@H](O)C[C@@H]1O
→ 25%	16%	i	-1%	0%	19%	-3%	-3%	0%
CCCN1C(=O)/C(=C\c2nc3ccccc3c(=O)[nH]2)c2ccccc21
→ -26%	8%	i	-3%	-1%	22%	5%	1%	32%[activator]
O=C(Nc1ccc(Br)cc1)c1cc(S(=O)(=O)NC2CCCC2)ccc1F
→ -24%	26%	nt	nt	nt	10%	?	4%	0%
NC(=S)Nc1ccc2c(c1)OCO2
→ i	-9%	i	1%	1%	5%	-7%	5%	1%
CCOC(=O)C1CCN(C(=O)COC(=O)c2nc3nc(C)cc(C)n3n2)CC1
→ i	1%	i	-3%	-4%	19%	-4%	5%	7%
Cc1cc(C)cc(CC(=O)N2CCC2(C)C(=O)NS(=O)(=O)c2ccccc2)c1 (configuration not stated)
→ i	-5%	i	nt	4%	13%	10%	-3%	1%
O=C(NCCN1CCOCC1)c1ccc(CSCc2cccc(Cl)c2)o1
→ i	-2%	i	-1%	0%	-4%	-7%	-19%	1%
CCOc1ccc(CNC(=O)C2CCCN(S(=O)(=O)N3CCC(C)CC3)C2)cc1OC (configuration not stated)
→ -21%	?	i	nt	2%	23%	-22%	-9%	-6%
CC(=O)c1cccc(-n2c(=O)c3c4c(sc3n(CC(=O)c3ccc(Cl)cc3)c2=O)CN(C(C)=O)CC4)c1
→ -23%	-13%	nt	nt	nt	-6%	-7%	-17%	3%
CSc1nc(N)nc2c1ncn2CC(=O)NCCCc1ccccc1
→ -6%	-17%	i	1%	-1%	8%	5%	-1%	-12%
Cc1ccc(CNC(=O)COC(=O)C2CCN(S(=O)(=O)c3cccs3)CC2)cc1
→ i	23%	i	1%	0%	4%	-13%	14%	-4%
O=C(c1ccc2c(c1)CCN2S(=O)(=O)c1ccccc1)N1CCN(c2ccc(F)cc2)CC1
→ -19%&-8%	18µM*!	i	-1%	14%	?	?	-9%&-1%	-7%&-7%
Cc1ccc(NC(=O)CSc2ncc3c(n2)-c2ccc(Cl)cc2N(C)S3(=O)=O)cc1F
→ i	-12%	nt	nt	nt	5%	6%	-10%	-13%
C=CCc1ccc(OCC(O)CN2CCCCC2)c(OC)c1 (configuration not stated)
→ -7%[57.5 µM]	2%	i	-1%	-1%	0%	?	3%	-16%
N#Cc1ccc(CSc2nnc(-c3cccnc3)n2-c2ccccc2)cc1
→ -5%[57.5 µM]	5%	i	1%	2%	-2%	5%	13%	-2%
COc1ccc2nc(NC(=O)CCc3ccc(OC)c(OC)c3)sc2c1
→ i	-13%	i	0%	-3%	-10%	-2%	-2%	6%
CCCCCCNC(=O)CSc1nccn1Cc1ccccc1
→ -1%[57.5 µM]	14%	i	-2%	0%	-7%	-26%	7%	7%
COCCCn1c(SCC(=O)Nc2oc(C)c3c(C)n[nH]c(=O)c23)nc2ccccc2c1=O
→ i	7%	i	0%	2%	13%	46%[activator]	7%	-1%
CC(=O)N1CCN(c2ccccc2NC(=O)COc2ccccc2C)CC1
→ -33%[inhibitor]	13%	i	-5%	13%	12%	4%	-1%	1%
CCOc1cc(/C=N/n2c(C)nc3ccccc3c2=O)ccc1O
→ -3%	-11%	i	0%	-6%	1%	28%	0%	5%
O=C(CNC(=O)Cc1ccccc1)N=Nc1c(O)[nH]c2ccccc12
→ -7%	9%	i	0%	-4%	3%	9%	-4%	2%

A portion of the library; rates above refer to the full screens.
